# Mtb BioA inh: inhibitors of Mycobacterium tuberculosis BioA enzyme. purified M. tuberculosis BioA enzyme, plate reader. inhibition, % at 9.99 µM. 0.096% of 360,000 active. AID 602481; in the data active means inhibition above about 40%
# Starred values were filed as active, the others as inactive. Only part of the results is shown (hit frequency here may not be typical).
SMILES,Mtb BioA inh
C[C@H](CO)N1C[C@H](C)[C@@H](CN(C)C(=O)Nc2ccc(F)cc2)OCCCC[C@H](C)Oc2ccc(NS(=O)(=O)c3ccccc3)cc2C1=O,-1.4
CO[C@@H]1CN(C)C(=O)c2cc(NC(=O)c3ccc(F)cc3)ccc2OC[C@H](C)N(C(C)=O)C[C@H]1C,-0.1
O=C(C[C@H]1CC[C@H]2[C@@H](COC[C@H](O)CN2S(=O)(=O)c2ccc(F)cc2)O1)NCC1CC1,-0.9
C[C@@H]1CN([C@@H](C)CO)C(=O)c2cc(NC(=O)Nc3ccccc3)ccc2O[C@@H](C)CCCCO[C@@H]1CN(C)CC1CCCCC1,0.0
C[C@H](O)C#Cc1cnc2c(c1)C(=O)N([C@@H](C)CO)C[C@@H](C)[C@H](CN(C)Cc1ccccn1)O2,-0.9
CCC(=O)N(C)C[C@H]1Oc2cc(C#Cc3cccnc3)ccc2S(=O)(=O)N([C@@H](C)CO)C[C@@H]1C,3.8
COc1ccccc1CN1CC[C@@H]2[C@@H](CO)Nc3ccc(-c4ccc(C(=O)N(C)C)cc4)cc3[C@@H]21,3.1
O=C(C[C@@H]1C[C@H]2c3cc(NC(=O)Nc4ccccc4F)ccc3O[C@H]2[C@H](CO)O1)NCc1ccc2c(c1)OCO2,-1.2
O=C(Nc1ccccc1F)N[C@H]1CC[C@H](CC(=O)N2CCCCC2)O[C@@H]1CO,-2.5
C[C@@H]1CCCCO[C@@H](CN(C)C(=O)NC2CCCCC2)[C@@H](C)CN([C@@H](C)CO)C(=O)c2cc(NC(=O)Cc3ccccc3)ccc2O1,-2.5
C[C@H]1CCCCO[C@H](CN(C)S(=O)(=O)c2cn(C)cn2)[C@@H](C)CN([C@@H](C)CO)C(=O)c2cc(NC(=O)Nc3ccccc3)ccc2O1,0.8
C[C@H](CO)N1C[C@H](C)[C@H](CN(C)C)Oc2ccc(NS(=O)(=O)c3ccccc3)cc2C1=O,-0.8
CCc1cnc(N2[C@H](C#N)[C@H](c3ccc(C#CCC4CCCC4)cc3)[C@H]2CO)s1,-1.5
O=C(C[C@H]1CC[C@@H](NC(=O)c2cccc(F)c2)[C@@H](CO)O1)NCc1ccc(Oc2ccccc2)cc1,-2.5
C[C@H](CO)N1C[C@H](C)[C@H](CN(C)C(=O)Nc2cccc3ccccc23)Oc2c(NC(=O)C3CCOCC3)cccc2C1=O,-0.9
C[C@@H]1CN([C@@H](C)CO)C(=O)c2cccc(NC(=O)c3cnccn3)c2O[C@@H]1CN(C)Cc1ccc2c(c1)OCO2,-2.3
CCC(=O)N(C)C[C@@H]1Oc2ncc(-c3ccc(C(=O)N(C)C)cc3)cc2C(=O)N([C@@H](C)CO)C[C@H]1C,2.2
C[C@H](CO)N1C[C@H](C)[C@@H](CN(C)Cc2ccccc2)OCCCC[C@H](C)Oc2ccc(NC(=O)Cc3ccccc3)cc2C1=O,2.4
C[C@@H]1CN([C@H](C)CO)C(=O)c2cc(-c3ccccc3F)cnc2O[C@@H]1CN(C)C(=O)C1CCOCC1,0.7
Cc1noc(C)c1NC(=O)N(C)C[C@H]1OCCCC[C@H](C)Oc2ccc(NC(=O)CCC(F)(F)F)cc2C(=O)N([C@H](C)CO)C[C@@H]1C,0.5
CN1C(=O)c2cc(NC(=O)Nc3ccccc3F)ccc2OC[C@@H]2O[C@@H](CC(=O)O)CC[C@H]21,1.4
O=C(C[C@@H]1C=C[C@H](NS(=O)(=O)c2ccccc2)[C@H](CO)O1)NCc1ccncn1,0.1
O=C(C[C@@H]1CC[C@@H](NC(=O)Nc2cc(F)ccc2F)[C@@H](CO)O1)Nc1ccc(-c2ccccc2)cc1,5.8
C[C@@H]1CCCCO[C@@H](CN(C)Cc2ccc(C(=O)O)cc2)[C@@H](C)CN([C@@H](C)CO)C(=O)c2cc(NS(=O)(=O)c3cn(C)cn3)ccc2O1,4.8
C[C@H](CO)N1C[C@H](C)[C@@H](CN(C)S(=O)(=O)c2cn(C)cn2)Oc2c(NC(=O)C3CC3)cccc2C1=O,-1.3

# The final 3 entries of the section above open the next one.
SMILES,Mtb BioA inh
O=C(C[C@@H]1CC[C@@H](NC(=O)Nc2cc(F)ccc2F)[C@@H](CO)O1)Nc1ccc(-c2ccccc2)cc1,5.8
C[C@@H]1CCCCO[C@@H](CN(C)Cc2ccc(C(=O)O)cc2)[C@@H](C)CN([C@@H](C)CO)C(=O)c2cc(NS(=O)(=O)c3cn(C)cn3)ccc2O1,4.8
C[C@H](CO)N1C[C@H](C)[C@@H](CN(C)S(=O)(=O)c2cn(C)cn2)Oc2c(NC(=O)C3CC3)cccc2C1=O,-1.3
COc1ccc(S(=O)(=O)Nc2ccc3c(c2)[C@@H]2C[C@H](CC(=O)NCC4CC4)O[C@@H](CO)[C@@H]2O3)cc1,-0.8
C[C@@H]1CN([C@H](C)CO)C(=O)c2cc(-c3cccc(F)c3)cnc2O[C@H]1CN(C)C(=O)c1cccc(F)c1,12
O=C(C[C@@H]1C=C[C@@H](NC(=O)C2CCC2)[C@H](CO)O1)NCCCN1CCOCC1,-2.0
CN1c2ccc(Br)cc2[C@@H]2[C@@H](CCN2S(=O)(=O)c2cccc(F)c2)[C@@H]1CO,5.1
COCC(=O)Nc1ccc2c(c1)[C@@H]1C[C@@H](CC(=O)NCc3cccc(F)c3)O[C@H](CO)[C@@H]1O2,0.1
COc1ccc(NC(=O)N(C)C[C@H]2OCCCC[C@@H](C)Oc3ccc(NS(C)(=O)=O)cc3C(=O)N([C@H](C)CO)C[C@H]2C)cc1,2.1
O=C(Nc1ccc(Cl)cc1)N1C[C@H]2[C@@H](c3ccccc31)[C@@H](CO)N2C(=O)C1CC1,3.7
Cc1noc(C)c1NC(=O)N(C)C[C@@H]1Oc2c(NC(=O)c3ccncc3)cccc2C(=O)N([C@@H](C)CO)C[C@@H]1C,0.6
C[C@H]1CN([C@@H](C)CO)C(=O)c2cc(NC(=O)Nc3ccc(F)cc3)ccc2O[C@@H]1CN(C)S(C)(=O)=O,-1.9
Cc1ccc(S(=O)(=O)N(C)C[C@H]2OCCCC[C@H](C)Oc3ccc(NC(=O)Nc4ccc5c(c4)OCO5)cc3C(=O)N([C@@H](C)CO)C[C@H]2C)cc1,0.5
COc1ccc(NC(=O)N(C)C[C@H]2Oc3ccc(NC(=O)Cc4cn(C)c5ccccc45)cc3CC(=O)N([C@@H](C)CO)C[C@H]2C)cc1,8.9
C[C@H]1CN([C@@H](C)CO)C(=O)Cc2cc(NS(=O)(=O)c3ccc(F)cc3)ccc2O[C@@H]1CN(C)Cc1ccc(C(=O)O)cc1,-3.2
COc1cccc(S(=O)(=O)N[C@@H]2CC[C@H](CCNC(=O)Nc3cc(F)ccc3F)O[C@@H]2CO)c1,0.1
Cc1noc(C)c1S(=O)(=O)N(C)C[C@@H]1OCCCC[C@@H](C)Oc2ccc(NC(=O)Cc3ccccc3)cc2C(=O)N([C@H](C)CO)C[C@H]1C,-1.5
C[C@@H]1CN([C@@H](C)CO)C(=O)Cc2cc(NC(=O)NC3CCCCC3)ccc2O[C@H]1CN(C)Cc1ccccc1,1.5
Cc1noc(C)c1S(=O)(=O)Nc1ccc2c(c1)CC(=O)N([C@H](C)CO)C[C@@H](C)[C@H](CN(C)C)O2,-1.8
C[C@H](CO)N1C[C@H](C)[C@H](CN(C)Cc2ccccc2C(F)(F)F)OCc2cnnn2CCCC1=O,-0.2
Cc1noc(C)c1S(=O)(=O)Nc1cccc2c1O[C@H](CN(C)Cc1ccc(Oc3ccccc3)cc1)[C@H](C)CN([C@H](C)CO)C2=O,-1.7
COCCNC(=O)C[C@H]1CC[C@H](NC(=O)NC2CCCCC2)[C@@H](CO)O1,-1.6
C[C@@H]1CCCCO[C@H](CN(C)C(=O)CCC(F)(F)F)[C@H](C)CN([C@H](C)CO)C(=O)c2cc(NS(=O)(=O)c3cccs3)ccc2O1,-5.1
C[C@H](CO)N1C[C@H](C)[C@H](CN(C)C(=O)Nc2ccc(F)cc2)Oc2cc(C#CC3(O)CCCC3)ccc2S1(=O)=O,2.8
CNC(=O)C[C@H]1CC[C@@H]2[C@H](COC[C@@H](O)CN2Cc2ccc(Cl)c(Cl)c2)O1,1.3
COc1ccccc1CNC(=O)C[C@H]1CC[C@@H]2[C@H](COc3ccc(NC(=O)Nc4ccc(F)c(F)c4)cc3C(=O)N2C)O1,14
C[C@H](CO)N1C[C@H](C)[C@@H](CN(C)CC2CC2)OCCCC[C@H](C)Oc2ccc(NC(=O)Nc3ccc(C(F)(F)F)cc3)cc2C1=O,0.3
C[C@@H]1CN([C@H](C)CO)C(=O)c2cc(NC(=O)Nc3ccc(F)cc3)ccc2O[C@@H]1CN(C)C(=O)Nc1ccccc1,13

# An excerpt from above in order of number of heavy atoms, smallest number first:
SMILES,Mtb BioA inh
COCC(=O)Nc1ccc2c(c1)[C@@H]1C[C@@H](CC(=O)NCc3cccc(F)c3)O[C@H](CO)[C@@H]1O2,0.1
COc1ccc(S(=O)(=O)Nc2ccc3c(c2)[C@@H]2C[C@H](CC(=O)NCC4CC4)O[C@@H](CO)[C@@H]2O3)cc1,-0.8
C[C@H]1CN([C@@H](C)CO)C(=O)c2cc(NC(=O)Nc3ccc(F)cc3)ccc2O[C@@H]1CN(C)S(C)(=O)=O,-1.9

# Other records
SMILES,Mtb BioA inh
CCS(=O)(=O)Nc1ccc2c(c1)C(=O)N(C)C[C@@H](OC)[C@H](C)CN(Cc1ccccn1)[C@@H](C)CO2,-1.8
CCCC(=O)N1C[C@H]2[C@@H](c3ccccc31)[C@@H](CO)N2C(=O)Nc1ccccc1,-1.7
CC(C)NC(=O)N(C)C[C@@H]1Oc2c(NS(=O)(=O)c3cn(C)cn3)cccc2C(=O)N([C@@H](C)CO)C[C@H]1C,-3.9
CCCNC(=O)N1C[C@H](C)[C@@H](OC)CN(C)C(=O)c2cc(NS(=O)(=O)CC(F)(F)F)ccc2OC[C@H]1C,3.8
C[C@@H]1CN([C@H](C)CO)C(=O)c2cccc(NC(=O)Nc3ccc(C(F)(F)F)cc3)c2O[C@@H]1CN(C)S(=O)(=O)c1cn(C)cn1,2.2
Cc1noc(C)c1NC(=O)Nc1ccc2c(c1)C(=O)N([C@@H](C)CO)C[C@@H](C)[C@@H](CN(C)C(=O)C1CCCCC1)OCCCC[C@H](C)O2,1.3
CO[C@H]1CN(C)C(=O)c2cc(NC(=O)c3nc4ccccc4s3)ccc2OC[C@@H](C)N(Cc2cccnc2)C[C@H]1C,3.3
O=C(c1ccccn1)N1C[C@H]2[C@@H](c3ccccc31)[C@H](CO)N2C(=O)c1ccccn1,-1.8
CCNC(=O)c1cc2c(c(-c3cccc(-c4cccc(C(=O)N(C)C)c4)c3)n1)[C@H](CCO)N([S@@](=O)C(C)(C)C)C2,1.2
CN(C)C(=O)[C@H]1[C@H](CO)[C@H]2Cn3c(ccc(-c4cncnc4)c3=O)[C@H]2N1Cc1ccccc1F,2.0
C[C@@H]1CCCCO[C@@H](CN(C)C(=O)Nc2ccc3c(c2)OCO3)[C@H](C)CN([C@H](C)CO)C(=O)c2cc(NC(=O)CCC(F)(F)F)ccc2O1,-0.9
C[C@H](CO)N1C[C@H](C)[C@@H](CN(C)C(=O)C2CCCCC2)Oc2cc(Br)ccc2S1(=O)=O,1.9
COc1ccc(S(=O)(=O)N(C)C[C@H]2OCCCC[C@@H](C)Oc3ccc(NS(=O)(=O)c4ccc(C)cc4)cc3C(=O)N([C@@H](C)CO)C[C@@H]2C)cc1,1.4
CNC[C@@H]1Oc2cc(C#CC3CCCC3)ccc2S(=O)(=O)N([C@@H](C)CO)C[C@@H]1C,-0.7
Cc1noc(C)c1S(=O)(=O)N(C)C[C@@H]1Oc2ccc(N(C)C)cc2CC(=O)N([C@H](C)CO)C[C@@H]1C,-0.4
C[C@H](O)C#Cc1cnc2c(c1)C(=O)N([C@@H](C)CO)C[C@@H](C)[C@@H](CN(C)C(=O)Cc1ccccn1)O2,-0.2
C[C@@H]1CN([C@@H](C)CO)C(=O)c2cc(C#CC3CC3)cnc2O[C@H]1CN(C)C(=O)Cc1ccccn1,0.6
CCC(=O)Nc1ccc2c(c1)OC[C@H](C)N(C(=O)COC)C[C@H](C)[C@@H](OC)CN(C)C2=O,0.6
C[C@H]1CCCCO[C@H](CN(C)CC2CCCCC2)[C@@H](C)CN([C@@H](C)CO)C(=O)c2cc(NC(=O)C3CCCCC3)ccc2O1,0.0
CC(C)NC(=O)Nc1cccc2c1O[C@H](CN(C)Cc1ccccc1)[C@H](C)CN([C@@H](C)CO)C2=O,-1.2
C[C@@H]1CN([C@@H](C)CO)C(=O)Cc2cc(NS(C)(=O)=O)ccc2O[C@@H]1CN(C)Cc1ccncc1,-3.1
CC(C)NC(=O)Nc1ccc2c(c1)CC(=O)N([C@H](C)CO)C[C@H](C)[C@H](CN(C)C(=O)Nc1cccc3ccccc13)O2,-0.8
CO[C@H]1CN(C)C(=O)c2ccc(NC(=O)C3CC3)cc2OC[C@@H](C)N(C(=O)CN(C)C)C[C@@H]1C,12
C[C@H](CO)N1C[C@H](C)[C@H](CN(C)Cc2ccc(C(=O)O)cc2)OCCCC[C@H](C)Oc2ccc(NS(=O)(=O)c3ccccc3)cc2C1=O,-1.7
COCC(=O)Nc1ccc2c(c1)C(=O)N(C)C[C@@H](OC)[C@@H](C)CN(C(=O)Cc1cccnc1)[C@H](C)CO2,-0.1
C[C@H](CO)N1C[C@H](C)[C@@H](CN(C)C(=O)NC2CCCCC2)Oc2ccc(NC(=O)Nc3ccc(F)cc3)cc2CC1=O,3.1
C[C@H](O)C#Cc1cnc2c(c1)C(=O)N([C@@H](C)CO)C[C@H](C)[C@@H](CN(C)C(=O)c1ccncc1)O2,-5.7
C[C@@H]1CCCCO[C@@H](CN(C)C(=O)Nc2ccccc2)[C@H](C)CN([C@@H](C)CO)C(=O)c2cc(NC(=O)CCC(F)(F)F)ccc2O1,-0.6

# 2 entries from above, set out differently.
SMILES	Mtb BioA inh
CO[C@H]1CN(C)C(=O)c2cc(NC(=O)c3nc4ccccc4s3)ccc2OC[C@@H](C)N(Cc2cccnc2)C[C@H]1C	3.3
O=C(c1ccccn1)N1C[C@H]2[C@@H](c3ccccc31)[C@H](CO)N2C(=O)c1ccccn1	-1.8

# Screening results: PubChem BioAssay, Broad Institute
